# Compound activity: PubChem, National Center for Advancing Translational Sciences (NCATS)
# RGS12 GoLoco inh = inhibitors of human Gai1-RGS12 GoLoco interaction (red fluorophore); Gai1:RGS12 GoLoco peptide FP, rhodamine, 10 min; 0.44% of 230,000 active; P63096; Potency, µM (highest dose often 61.6 µM), inactives show at the highest dose activity, negative = inhibition, actives largely listed as inhibitors; active means well fitted inhibition curve with a large enough effect, not every such curve was filed as active; inactive means no such curve, though single readings can be large or run the other way; further: nearly all actives have a fitted effect of over 30% in size; many of its hits are not listed in these tables
# Target sequence (P63096 whole entry, looked up): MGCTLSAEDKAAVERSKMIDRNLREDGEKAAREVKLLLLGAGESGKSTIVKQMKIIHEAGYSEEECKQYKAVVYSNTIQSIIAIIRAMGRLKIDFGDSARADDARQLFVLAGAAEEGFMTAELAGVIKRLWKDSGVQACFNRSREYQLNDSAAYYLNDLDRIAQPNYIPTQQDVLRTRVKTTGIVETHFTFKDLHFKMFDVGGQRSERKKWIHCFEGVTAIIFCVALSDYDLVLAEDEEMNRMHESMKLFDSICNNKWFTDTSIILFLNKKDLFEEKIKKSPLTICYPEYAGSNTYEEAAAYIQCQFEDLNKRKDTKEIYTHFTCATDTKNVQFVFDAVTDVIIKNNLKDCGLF
# An asterisk follows results filed as active; [ ] = another dose, or the depositor's remark. On the % scale 0 is the no-effect control and ±100 the full control effect; potency means the concentration at half of the fitted maximal effect. These rows are one share of the data (hit frequency here may not be typical).
SMILES,RGS12 GoLoco inh
Cc1cc(=Nc2ccc3c(c2)c(N)cc(C)[n+]3C)nc(N)n1C,6.1%[14.2 µM]
c1ccc(C2=NN[C@@H]3c4ccccc4-c4ccccc4N3C2)cc1,76.8%[activator][14.2 µM]
Cc1ccc(NC(=O)c2ccccc2C(=O)O)cc1C,4.3%[14.2 µM]
Clc1ccc2c(N3CCC(CCC4CCN(c5ncnc6cc(Cl)ccc56)CC4)CC3)ncnc2c1,-0.5%[14.2 µM]
CNC/C(Cl)=N/S(=O)(=O)c1ccc(C)cc1,5.1%[14.2 µM]
CC(=O)O[C@]1(C)N=NC2(CCCCC2)O1,1.8%[14.2 µM]
NCCc1nc(-c2nc(C(=O)O)cs2)cs1,4.0%[14.2 µM]
Clc1ccc(CN2CCCN(Cc3ccc(Cl)cc3)C2c2cc3ccccc3c3ccccc23)cc1,7.2%[14.2 µM]
COc1nc(Cl)nc(Cl)c1Cl (tested in a mixture with another compound),18.3%[14.2 µM]
OCCN[C@@H]1c2cc(Cl)ccc2-c2c(Cl)cc(Cl)cc21,-1.6%[14.2 µM]

# Taken from above:
# Result for `Clc1ccc2c(N3CCC(CCC4CCN(c5ncnc6cc(Cl)ccc56)CC4)CC3)ncnc2c1` in RGS12 GoLoco inh: -0.5%[14.2 µM]
# Result for `NCCc1nc(-c2nc(C(=O)O)cs2)cs1` in RGS12 GoLoco inh: 4.0%[14.2 µM]
# Result for `c1ccc(C2=NN[C@@H]3c4ccccc4-c4ccccc4N3C2)cc1` in RGS12 GoLoco inh: 76.8%[activator][14.2 µM]
# Result for `Cc1cc(=Nc2ccc3c(c2)c(N)cc(C)[n+]3C)nc(N)n1C` in RGS12 GoLoco inh: 6.1%[14.2 µM]

# Continuation.
SMILES,RGS12 GoLoco inh
O=C1CC[C@H](NC(=O)c2ccccc2)C(=O)N1,-1.4%[14.2 µM]
CN(C)C[C@@H](O)c1ccc(Cl)c2ccccc12,5.8%[14.2 µM]
O=C(O)[C@H](C1NCCS1)N1Cc2ccccc2C1 (some centres undefined),2.5%[14.2 µM]
CC(=O)O[C@H]1CC[C@@]2(C)C(=CC[C@@H]3[C@@H]4CC[C@H](c5cc(C(F)(F)F)n(C(C)=O)n5)[C@]4(C)CC[C@@H]32)C1,-3.4%[14.2 µM]
N/C(CC/C(N)=N/O)=N\O,-6.1%[14.2 µM]
CC(C)c1ccc(/C(C(=O)O)=C(\O)C(=O)O)cc1,8.7%[14.2 µM]
Cc1c(Cl)cccc1NC(=O)C[C@H]1Sc2ccccc2NC1=O,5.6%[14.2 µM]
CC1=NN(C(=O)c2ccncc2)C(=O)[C@@H]1N=Nc1ccc2ccccc2c1,7.7%[14.2 µM]
O=C(O)c1ccncc1.O=C(O)c1ccncc1.[NH2-].[NH2-].[Pt],3.1%[14.2 µM]
Cn1cnc([N+](=O)[O-])c1Sc1nc(N)nc2c1ncn2Cc1ccccc1,0.4%[14.2 µM]
Cc1cc(N2CCCCC2)nc2ccc(Cc3ccc4nc(N5CCCCC5)cc(C)c4c3)cc12,6.0%[14.2 µM]
OCCCNCc1ccncc1,4.2%[14.2 µM]
CN1CCN(c2nc3c(c(=O)n(C)c(=O)n3C)n2C)CC1,2.4%[14.2 µM]
O=C(O)c1nc(-c2ccccc2)[nH]c1C(=O)O,-0.2%[14.2 µM]
C[C@H](C(=O)c1ccncc1)c1ccccn1,8.3%[14.2 µM]
O=C1OC(c2ccc(O)c(-c3ccccc3)c2)(c2ccc(O)c(-c3ccccc3)c2)c2c(Cl)c(Cl)c(Cl)c(Cl)c21,2.2%[14.2 µM]
Cc1ccc(N(Cc2ccccc2)Cc2ccccc2)cc1,-1.4%[14.2 µM]
Cc1ccc(S(=O)(=O)Nc2ccccc2C(=O)c2ccc(C)c(C)c2)cc1,2.9%[14.2 µM]
CN1CCCN(C)C1c1cc([N+](=O)[O-])ccc1O,1.5%[14.2 µM]
O=C(O)CC[C@]1(C(=O)O)CCC(=O)c2ccccc21,-2.4%[14.2 µM]
O=C(O)CCCc1ccc2ccccc2c1,-1.2%[14.2 µM]
CC1=N[C@@](C)(COC(=O)[C@]2(C)N[C@](C)(CO)CO2)COC1=O,4.1%[14.2 µM]
O=C1O[C@@H]([C@H](O)[C@H](O)[C@H](O)CO)[C@@H](O)[C@@H]1O,3.9%[14.2 µM]
CC(C)(C)NCC[C@@H](O)c1cc(C(F)(F)F)nc2c(C(F)(F)F)cccc12,19.9%[14.2 µM]
Cc1ccc2nc(-c3ccc(NC(=O)c4ccc(N)cc4)c(S(=O)(=O)O)c3)sc2c1,4.5%[14.2 µM]
C[C@]12CC[C@H]3c4ccc(O)cc4CC[C@@H]3[C@H]1CC[C@@H]2OC(=O)CCc1ccccc1,6.3%[14.2 µM]
Cc1c2cnccc2c(C)c2c1c1ccccc1n2CCOC(=O)c1ccccc1,5.1%[14.2 µM]
O=C(O)[C@H](Cc1cc(I)c(O)c(I)c1)C1CCCCC1,-7.9%[14.2 µM]
O=C(O)c1ccccc1C1c2ccccc2Oc2ccccc21,6.8%[14.2 µM]
N[C@@H](CNO)C(=O)O,0.0%[14.2 µM]
O=C(O)CC12C[C@H]3C[C@@H](CC(O)(C3)C1)C2,0.6%[14.2 µM]
c1ccc(SC(Sc2ccccc2)c2ccc3c(c2)OCO3)cc1,5.5%[14.2 µM]
COc1ccc(Br)c2c1C[C@H](C(=O)O)CC2,-2.5%[14.2 µM]
CN(C)c1ncnc2c1ncn2CCn1cnc2c(N(C)C)ncnc21,10.0%[14.2 µM]
C[C@@]12C[C@H](O)C3[C@H](CCC4=CC(=O)CC[C@]43C)[C@H]1CC[C@@H]2c1csc(N)n1 (some centres undefined),4.4%[14.2 µM]
CC(=O)/C(=N\N=C(N)N)c1ccccc1,3.9%[14.2 µM]
N=C(N)S[C@H]1c2ccccc2-c2cc([N+](=O)[O-])ccc21,28.6%[14.2 µM]
O=C(O)c1cc(-c2ccc(-c3ccc(-c4cc(C(=O)O)c5cc(Cl)ccc5n4)cc3)cc2)nc2ccc(Cl)cc12,4.8%[14.2 µM]
OC(Cc1cccnc1)(c1ccccc1)c1ccccc1,2.4%[14.2 µM]
NC(N)=Nc1ccc(-c2ccc(N=C(N)N)cc2)cc1,-4.0%[14.2 µM]
c1ccc(C[C@@H](Nc2cccnc2)c2ccccc2)cc1,6.1%[14.2 µM]
COc1ccc2c(c1)CN([C@H](C)[C@@H]1CC[C@@H]3[C@H]4CC[C@H]5C[C@@H](O)CC[C@@]5(C)[C@H]4CC[C@]31C)CO2,1.6%[14.2 µM]
NC(N)=NC(N)=Nc1ccccc1 (tested in a mixture with another compound),-9.4%[14.2 µM]
CCOC(=O)Nc1nc(-c2ccccc2)c(C)s1,-5.8%[14.2 µM]
N[C@@H](CCCCO)C(=O)O,1.9%[14.2 µM]
Oc1ccccc1C(Sc1nc2ccccc2s1)Sc1nc2ccccc2s1,-5.2%[14.2 µM]
CC(C)(C)c1ccc(O)c(CN(Cc2cc(C(C)(C)C)ccc2O)c2ccccc2)c1,-0.3%[14.2 µM]
C[C@@]12CC[C@@H]3[C@H](CCC4=CC(=O)CC[C@]43C)[C@@H]1CC[C@@H]2C(=O)COS(=O)(=O)c1ccc(Br)cc1,38.7%[activator][14.2 µM]
C[C@@H]1O[C@@H](O)[C@@H](O)[C@H](O)[C@H]1O,10.0%[14.2 µM]
CC[C@H](CN(C)C)C(=O)c1ccco1,12.9%[14.2 µM]

# Looked up one by one from the list above:
SMILES,RGS12 GoLoco inh
C[C@@]12CC[C@@H]3[C@H](CCC4=CC(=O)CC[C@]43C)[C@@H]1CC[C@@H]2C(=O)COS(=O)(=O)c1ccc(Br)cc1,38.7%[activator][14.2 µM]
NC(N)=NC(N)=Nc1ccccc1 (tested in a mixture with another compound),-9.4%[14.2 µM]

# (list continues)
SMILES,RGS12 GoLoco inh
CN(C)CCCn1c2ccccc2c2cnccc21,-2.6%[14.2 µM]
O=C(O)c1cc(C(=O)C(=O)c2cc(C(=O)O)c(O)c3ccccc23)c2ccccc2c1O,6.2%[14.2 µM]
C[C@@H](N=C(N)N)C(=O)O,6.9%[14.2 µM]
NCc1nnn(Cc2ccccc2)c1N,0.8%[14.2 µM]
CC(=O)NC1=C(OS(=O)(=O)c2ccc(C)cc2)CN(C)C1=O,-1.0%[14.2 µM]
Cc1ccc(N=Nc2c(O)c(S(=O)(=O)O)cc3cc(S(=O)(=O)O)ccc23)c(C)c1,34.8%[activator][14.2 µM]
O=C(O)C/C(=C\c1ccco1)C(=O)O,1.1%[14.2 µM]
[N-]=[N+]=CC(=O)COC(=O)c1ccccc1,-0.7%[14.2 µM]
NS(=O)(=O)c1cc(C(=O)O)c(O)c2ccccc12,4.1%[14.2 µM]
Nc1ccc(S(=O)(=O)NCCS(=O)(=O)O)cc1,-1.2%[14.2 µM]
O=C1NC(=O)[C@@](Cc2ccccc2)(c2cccnc2)N1,0.6%[14.2 µM]
O=S(=O)(O)c1ccc(O)c2ncccc12.O=S(=O)(O)c1ccc(O)c2ncccc12.[Zn],-0.5%[14.2 µM]
O=C(O)Cn1ccnc1[N+](=O)[O-],5.5%[14.2 µM]
O=C(O)[C@@H]1Cc2c([nH]c3ccccc23)[C@@H](CCCCO)N1,2.1%[14.2 µM]
CSc1nnnc2ccccc12,2.4%[14.2 µM]
O=C(O)[C@H](CCc1ccccc1)N1C(=O)c2ccccc2C1=O,1.5%[14.2 µM]
NC(N)=N/N=C\c1ccc(C2CCNCC2)cc1,3.1%[14.2 µM]
O=C(O)c1ccc(OCc2ccccc2)c(Cl)c1,8.7%[14.2 µM]
C[N+]1(C)CCc2cc(O)c(O)cc2[C@H]1Cc1ccc(O)c(O)c1,-6.1%[14.2 µM]
c1ccc(C(c2cccc3c2ccc2ccccc23)[C@H](c2ccccc2)c2cccc3c2ccc2ccccc23)cc1 (some centres undefined),9.1%[14.2 µM]

# Three structures already listed, sorted by heavy-atom count, low to high:
SMILES,RGS12 GoLoco inh
O=C1NC(=O)[C@@](Cc2ccccc2)(c2cccnc2)N1,0.6%[14.2 µM]
O=C(O)[C@@H]1Cc2c([nH]c3ccccc23)[C@@H](CCCCO)N1,2.1%[14.2 µM]
O=S(=O)(O)c1ccc(O)c2ncccc12.O=S(=O)(O)c1ccc(O)c2ncccc12.[Zn],-0.5%[14.2 µM]

# Compounds listed so far with an aryl methoxy group:
SMILES,RGS12 GoLoco inh
COc1nc(Cl)nc(Cl)c1Cl (tested in a mixture with another compound),18.3%[14.2 µM]
COc1ccc(Br)c2c1C[C@H](C(=O)O)CC2,-2.5%[14.2 µM]
COc1ccc2c(c1)CN([C@H](C)[C@@H]1CC[C@@H]3[C@H]4CC[C@H]5C[C@@H](O)CC[C@@]5(C)[C@H]4CC[C@]31C)CO2,1.6%[14.2 µM]

# The list continues.
SMILES,RGS12 GoLoco inh
N#CC(C#N)=CNCCN1CCN(C=C(C#N)C#N)CC1,-2.1%[14.2 µM]
O=C(O)CCNCC(=O)O,0.2%[14.2 µM]
COc1cccc2c1[C@H](CO)N1[C@H](C#N)[C@@H]3C[C@H](C(=O)O)[C@@H]([C@@H]1C2)N3C,7.5%[14.2 µM]
Cc1ccc(C)c([C@@H]2NC(=O)c3ccccc3N2)c1,3.0%[14.2 µM]
O=C(O)c1cccc(OCCO)c1,-9.6%[14.2 µM]
O=C1COC(c2ccccc2O)=NN1CCCN1CCCC1,7.4%[14.2 µM]
O=c1[nH][nH]c(=S)c(=O)[nH]1,0.9%[14.2 µM]
CN(C)CCC[C@@H]1c2ccccc2Oc2ccc(C(F)(F)F)cc21,4.8%[14.2 µM]
